From PubChem
TRPC4 agonist = activators of mouse TRPC4 channel, primary screen, Fluo4 calcium, HEK293 TRPC4beta/mu-opioid cells; B-score at 10 µM; actives 0.49% (n = 310,000); Short transient receptor potential channel 4 (Mus musculus), Q9QUQ5; Fluo4 calcium fluorescence; stronger effect = higher value; AID 2237, 2010;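 active means B-score above 5 SD of library B-scores, and initial fluorescence ratio not above library mean plus 5 SD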;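 further: positive B-score marks a calcium rise read as TRPC4 activation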
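Assay system – TRPC4beta and mu-opioid receptor HEK293 stable cells · Measured by – Fluo4 fluorescence, kinetic · Schedule – dye loading 45 min room temperature, 110 s kinetic read · Read-out – B-scored integrated calcium fluorescence ratio · Controls – buffer and maximal DAMGO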
MrgX1 antagonist = antagonists of human MrgX1 receptor, primary screen, HEK293 cells, Fluo-4 calcium flux. B-score at 10 µM. actives 1.3% (n = 310,000). BAM8-22 antagonism; stronger effect = lower value. Mas-related G-protein coupled receptor member X1 (Homo sapiens), Q96LB2;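 active means calcium-response B-score plate-corrected more than 3 library SD below zero, starting fluorescence within 5 deviations, no agonist response on first addition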;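 further: peak minus trough fluorescence over baseline after final BAM8-22 challenge near maximal dose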
MrgX1 agonist = agonists of human MrgX1 receptor, primary screen, HEK293 cells, Fluo-4 calcium flux. Fluo-4 calcium fluorescence, agonist mode; stronger effect = higher value. actives 0.44% (n = 310,000). Mas-related G-protein coupled receptor member X1 (Homo sapiens), Q96LB2. B-score at 10 µM. AID 588627, 2011;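 active means calcium response B-score plate-corrected fluorescence ratio at least 3 library SD, with starting fluorescence B-score inside 5 SD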
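Material: HEK293 cells stably expressing human MrgX1 receptor | Quantity: 15,000 cells per well | Times: Cells plated overnight, dye loaded 0.5 h 37 °C, 0.5 h room temperature | Measured by: Kinetic Fluo-4 NW fluorescence of intracellular calcium | Control set: Positive and negative controls per plate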
TRPC4 PAM = positive allosteric modulators of TRPC4, primary screen, cell-based, mouse TRPC4beta, HEK293 mu-opioid, Fluo-4 calcium; Short transient receptor potential channel 4 (Mus musculus), Q9QUQ5; DAMGO EC20, Fluo-4 Ca2+ flux; stronger effect = higher value; B-score at 10 µM; actives 0.42% (n = 310,000); AID 2227, 2009;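 active means B-score of calcium response area above 5 SD of library B-scores, with initial fluorescence ratio within 5 SD of library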;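 further: B-score of integrated fluorescence ratio over time as area under calcium response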
TRPC6 inhibitor = mouse TRPC6 channel inhibitors, primary screen, cell-based, HEK293, membrane potential dye. actives 1.1% (n = 310,000). ACh-evoked depolarization; stronger effect = lower value. Short transient receptor potential channel 6 (Mus musculus), Q61143. B-score at 10 µM;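 active means B-score under library mean minus 3 SD, initial fluorescence not abnormally high, positive integrated signal ratio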;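 further: B-score derived from integrated fluorescence ratio over the kinetic read; more negative B-score means stronger inhibition of depolarization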
MrgX1 PAM = positive allosteric modulators of MrgX1, primary screen, HEK293 cells, Fluo-4 calcium flux; Mas-related G-protein coupled receptor member X1 (Homo sapiens), Q96LB2; FDSS; stronger effect = higher value; B-score at 10 µM; actives 0.63% (n = 310,000);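 active means plate-corrected calcium response at least 3 library SD above typical, normal starting fluorescence, not activating the receptor alone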;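 further: compound read alongside a low EC10 to EC30 dose of BAM8-22 agonist; peak minus trough fluorescence over baseline measured at the second addition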
ANO1 activ = TMEM16A chloride channel activators or potentiators, primary screen, cell-based, HTS | HEK293 TMEM16A/YFP-H148Q/I152L, iodide quench fluorescence; stronger effect = lower value | B-score at 10 µM | actives 0.3% (n = 340,000) | AID 623877, 2012;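 active means fluorescence-ratio B-score plate-corrected deviation score at least 3 library SD below zero, with starting fluorescence score within 5 deviations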;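 further: channel opened by trigger with iodide after compound preincubation; score built on the fluorescence ratio of max minus min over baseline; more negative score means more quench and so TMEM16A activation or potentiation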
Target sequence (Q8BHY3 whole entry, looked up): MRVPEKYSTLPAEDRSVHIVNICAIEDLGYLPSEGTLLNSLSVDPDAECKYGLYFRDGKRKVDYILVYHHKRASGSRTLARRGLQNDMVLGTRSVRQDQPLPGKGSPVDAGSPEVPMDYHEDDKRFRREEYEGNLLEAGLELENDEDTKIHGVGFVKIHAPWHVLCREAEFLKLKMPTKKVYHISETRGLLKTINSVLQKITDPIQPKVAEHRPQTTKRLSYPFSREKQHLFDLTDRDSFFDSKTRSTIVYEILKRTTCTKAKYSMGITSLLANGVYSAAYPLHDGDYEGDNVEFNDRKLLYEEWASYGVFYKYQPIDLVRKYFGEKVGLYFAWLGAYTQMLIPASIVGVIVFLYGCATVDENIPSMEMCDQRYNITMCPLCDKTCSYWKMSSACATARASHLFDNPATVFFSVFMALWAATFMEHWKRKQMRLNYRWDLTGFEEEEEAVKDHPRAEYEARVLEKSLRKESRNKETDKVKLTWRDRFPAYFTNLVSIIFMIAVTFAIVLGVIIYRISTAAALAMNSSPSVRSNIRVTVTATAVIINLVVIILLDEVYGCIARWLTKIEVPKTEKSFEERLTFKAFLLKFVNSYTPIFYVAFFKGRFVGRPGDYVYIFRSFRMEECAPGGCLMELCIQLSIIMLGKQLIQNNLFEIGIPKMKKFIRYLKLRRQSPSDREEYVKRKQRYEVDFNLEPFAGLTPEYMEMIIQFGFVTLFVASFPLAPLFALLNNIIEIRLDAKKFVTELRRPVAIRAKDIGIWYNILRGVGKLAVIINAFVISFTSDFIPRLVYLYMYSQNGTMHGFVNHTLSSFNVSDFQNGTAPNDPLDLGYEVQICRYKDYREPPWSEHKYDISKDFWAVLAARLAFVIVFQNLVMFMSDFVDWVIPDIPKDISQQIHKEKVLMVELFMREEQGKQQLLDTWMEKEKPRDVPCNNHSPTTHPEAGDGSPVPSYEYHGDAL
TMEM16A inh = TMEM16A chloride channel inhibitors, primary screen, cell-based, HTS | Anoctamin-1 (Mus musculus), Q8BHY3 | HEK293 TMEM16A/YFP iodide influx fluorescence, ionomycin | normalized B-score (activity score, 25-100; higher = stronger inhibition) at 10 µM | actives 1.2% (n = 310,000) | AID 588511, 2011;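 active means ratio plate-corrected score three or more library SD toward inhibition, starting fluorescence score within five deviations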;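 further: score derived from kinetic fluorescence span divided by baseline fluorescence per well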
SKKanGAS inh = S. pyogenes SKKanGAS growth inhibitors in kanamycin, primary screen, streptokinase expression inhibitor project, SKKanGAS strain, BacTiter-Glo luminescence; 6 h; AID 1662, 2009; actives 1.3% (n = 300,000); inhibition, % at 7.5 µM;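 active means mean replicate score, as percent of positive control median, at least 50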;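 further: strain carries kanamycin resistance gene driven by streptokinase promoter and grows in 40 µg/ml kanamycin; loss of luminescence reflects streptokinase promoter inhibition or plain growth inhibition; 0% = median of DMSO wells and 100% = positive control at its reference dose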
TRPC6 activator = mouse TRPC6 channel activators, primary screen, cell-based, HEK293, membrane potential dye; HEK293-TRPC6 membrane potential dye fluorescence; stronger effect = higher value; B-score at 10 µM; actives 0.13% (n = 310,000);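 active means B-score of the integrated fluorescence ratio above library mean plus 3 SD, and starting fluorescence ratio within library mean plus 5 SD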;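 further: higher score means more depolarization so channel activation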
TRPC4 inh = inhibitors of mouse TRPC4 channel, primary screen, Fluo4 calcium, HEK293 TRPC4beta/mu-opioid cells. Short transient receptor potential channel 4 (Mus musculus), Q9QUQ5. DAMGO-evoked Fluo4 calcium flux; stronger effect = lower value. B-score at 10 µM. actives 0.39% (n = 300,000). AID 2247, 2010;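 active means B-score over 3 SD under the library average, no early fluorescence shift, positive overall ratio signal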
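System: stable TRPC4beta/mu-opioid receptor HEK293 cells; Dosing: single-point compound dosing; Measured by: Fluo4 Ca2+ flux fluorescence; Read-out basis: per-well B score of integrated baseline-normalized Fluo4 ratio.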
Starred values were filed as active, the others as inactive; i = inactive; x = not tested or not shown; & = joins results of further samples. Hits appear at their usual frequency; any-hit rate near 6.7%.

SMILES | TRPC4 agonist | MrgX1 antagonist | MrgX1 agonist | TRPC4 PAM | TRPC6 inhibitor | MrgX1 PAM | ANO1 activ | TMEM16A inh | SKKanGAS inh | TRPC6 activator | TRPC4 inh
CC(C)N1C(=O)CCC1C(=O)NCc1ccco1 (stereo unspecified) | i | i | i | i | i | i | i | i | 0 | i | i
COc1ccc(S(=O)(=O)Cc2ccc(C(=O)NC3CCC(C)CC3)o2)cc1 (stereo unspecified) | i | i | i | i | i | i | i | i | -1 | i | i
COc1cc(C(=O)NC(=S)Nc2ccc([N+](=O)[O-])cc2C)cc(OC)c1OC | i | i | i | i | i | i | i | i | -4 | i | i
O=C(NCc1ccncc1)C(=O)NCC1OCCN1S(=O)(=O)c1ccc(Br)cc1 (stereo unspecified) | i | i | i | i | i | i | i | i | -3 | i | i
COc1ccc(/C=C/C(=O)OCC(=O)Nc2cc(C(F)(F)F)ccc2Cl)cc1 | i | i | i | i | i | i | i | i | -5 | i | i
c1cnc(N2CCN(Cc3ccc4c(c3)OCO4)CC2)cn1 | i | i | i | i | i | i | i | i | -1 | i | i
Cc1ccc(C)c(S(=O)(=O)N2CCCC2CNC(=O)C(=O)NCCN2CCOCC2)c1 (stereo unspecified) | i | i | i | i | i | i | i | i | 6 | i | i
COc1ccccc1S(=O)(=O)c1ccccc1[N+](=O)[O-] | i | i | i | i | i | i | i | i | -5 | i | i
CCOc1ccc(OCc2ccc(C(=O)N3CCOCC3)cc2)cc1 | i | i | i | i | i | i | i | i | -3 | i | i
CCOc1ccc(N(C(=O)c2snc(C(N)=O)c2N)C(C(=O)NCC2CCCO2)c2ccco2)cc1 (stereo unspecified) | i | i | i | i | i | i | i | i | -4 | i | i
O=C(Nc1ccc2c(c1)Cc1ccccc1-2)c1ccncc1 | i | i | i | i | i | i | i | i | -4 | i | i
CCN(CC)C(=O)Oc1c(Cl)cc(Cl)c2cccnc12 | i | i | i | i | i | i | i | i | 20 | i | i
COc1ccc(/C=N/NC(=O)Cc2n[nH]c(=O)[nH]c2=O)cc1 | i | i | i | i | i | i | i | i | -2 | i | i
CC(=O)c1cccc(N2C(=NC(=O)C3CC3)SC3CS(=O)(=O)CC32)c1 (stereo unspecified) | i | i | i | i | i | i | i | i | 0 | i | i
CCCCC[C@H](O)/C=C/[C@@H]1[C@@H](CCCCCCC(=O)O)[C@@H](O)C[C@H]1O | i | i | i | i | i | i | i | i | 6 | i | i
Cn1cccc1C(=O)C(=O)Nc1ccc(F)c(F)c1 | i | i | i | i | i | i | i | i | 15 | i | i
O=C(c1cc(COc2ccc(F)cc2Cl)on1)N1CCN(c2cnccn2)CC1 | i | i | i | i | i | i | i | i | 47 | i | i
N#Cc1ccccc1Sc1ccccc1C(=O)NCC(c1ccco1)N1CCCC1 (stereo unspecified) | i | i | i | i | i | i | i | i | 1 | i | i
CCN(CC)CCNC(=O)C(=O)NCC1OCCN1C(=O)c1ccc2c(c1)OCO2 (stereo unspecified) | i | i | i | i | i | i | x | i | -1 | i | i
COC(=O)/C(=C\Nc1ccccc1)NC(=O)c1ccc(Cl)cc1Cl | i | i | i | i | i | i | i | i | -1 | i | i
CCC1(C)Cc2ccccc2-c2nc(NCCO)n(-c3ccc(C)cc3)c(=O)c21 (stereo unspecified) | i | i | 39* | i | i | i | x | i | -8 | i | i
COC(=O)Cc1csc(N)n1 | i | i | i | i | i | i | i | i | 0&-5 | i | i
O=C1CCCCN1CCCC(=O)N1CCCC(Nc2ccc(F)c(F)c2)C1 (stereo unspecified) | i | i | i | i | i | i | i | i | -2 | i | i
CCC(=O)NC1CCN(C(=S)NC)CC1 | i | i | i | i | i | i | i | i | 2 | i | i
CCC(CC)C(=O)Nc1nnc(S(=O)(=O)N2CCCC2)s1 | i | i | i | i | i | i | i | i | 2 | i | i
CN(C)C(=O)C[n+]1cccc(/C=N/O)c1 | i | i | i | i | i | i | i | i | -13 | i | i
Cc1ccccc1CNS(=O)(=O)c1ccc2c(c1)C(C)(C)C(=O)N2C | i | i | i | i | i | i | i | i | -1 | i | i
CC(C)=CCC/C(C)=C/CCC(C)NCCN1CCNCC1 (stereo unspecified) | i | i | i | i | i | i | x | i | -9 | i | i
CN1CCN(CCC(=O)Nc2ccc(OCc3ccccc3)cc2)CC1 | i | i | i | i | i | i | i | i | 4 | i | i
COc1cc(OC)cc(C(=O)NCCSC2CCCCC2)c1 | i | i | i | i | i | i | i | i | -6 | i | i
Fc1cc(Br)ccc1Nc1nc2ccccc2n2nnnc12 | i | i | i | i | i | i | i | i | -1 | i | i
O=C(O)c1ccc(N2CCN(Cc3ccc4c(c3)OCO4)CC2)c([N+](=O)[O-])c1 | i | i | i | i | i | i | i | i | 8 | i | i
CN(C)S(=O)(=O)c1cccc(C(=O)Nc2ccc(Cl)cn2)c1 | i | i | i | i | i | i | i | i | -3 | i | i
CCN(CC)c1ccc(C2C(C(=O)OCCOC)=C(C)NC3=C2C(=O)CC(C)(C)C3)cc1 (stereo unspecified) | i | i | i | i | i | i | x | i | -2 | i | i
CCc1cc2ccccc2nc1SCC(=O)NC1CCCC1 | i | i | i | i | i | i | i | i | -2 | i | i
CC1Cc2nc(SCC(=O)Nc3nccs3)n(C)c(=O)c2S1 (stereo unspecified) | i | i | i | i | i | i | i | i | 10 | i | i
OC1(c2ccccc2)CN(c2ccccc2)C2=[N+]1CCS2 (stereo unspecified) | 72* | i | i | i | i | i | i | i | 13 | i | -9*
CC(=O)CN1C(=O)NC2(CCCc3ccccc32)C1=O (stereo unspecified) | i | i | i | i | i | i | i | i | -1 | i | i
CN(Cc1ccc(Cl)c(Cl)c1)C(=O)CN1C(=O)NC2(CCCC2)C1=O | i | i | i | i | i | i | i | i | 1 | i | i
Cc1cc(=O)oc2c(CN3CCCC3)c(O)c(Cl)cc12 | i | i | i | i | i | i | i | i | 2 | i | i

Single records, as listed above. Values in the order: TRPC4 agonist, MrgX1 antagonist, MrgX1 agonist, TRPC4 PAM, TRPC6 inhibitor, MrgX1 PAM, ANO1 activ, TMEM16A inh, SKKanGAS inh, TRPC6 activator, TRPC4 inh
CCc1cc2ccccc2nc1SCC(=O)NC1CCCC1 reads i, i, i, i, i, i, i, i, -2, i, i
CC(=O)CN1C(=O)NC2(CCCc3ccccc32)C1=O (stereo unspecified) reads i, i, i, i, i, i, i, i, -1, i, i

The listing continues:
SMILES | TRPC4 agonist | MrgX1 antagonist | MrgX1 agonist | TRPC4 PAM | TRPC6 inhibitor | MrgX1 PAM | ANO1 activ | TMEM16A inh | SKKanGAS inh | TRPC6 activator | TRPC4 inh
COc1ccc(N2CCN(C(=O)CSc3ccccc3N)CC2)cc1 | i | i | i | i | i | i | i | i | 2 | i | i
CC(OC(=O)CNC(=O)c1ccc2ccccc2c1)C(=O)N(C)C1CCCCC1 (stereo unspecified) | i | i | i | i | i | i | i | i | -2 | i | i
COc1cccc(C2C(C#N)=C(N)Oc3cc(C)oc(=O)c32)c1OC (stereo unspecified) | i | i | i | i | i | i | i | i | 0 | i | i
Cc1occc1-c1nnc(SCC(=O)Nc2ccccc2)n1Cc1ccccc1 | i | i | i | i | i | i | i | i | -3 | i | i
CCn1ccnc1CNCc1ccc(OCC(O)CN(C)Cc2ccccc2)cc1 (stereo unspecified) | i | i | i | i | i | i | i | i | 6 | i | i
CNS(=O)(=O)c1cn(CC(=O)NCc2ccc(N(C)C)cc2)cc1S(=O)(=O)NC | i | i | i | i | i | i | i | i | -8 | i | i
CCCCC(=O)NC(=S)Nc1ccc(NC(=O)C(C)C)c(OC)c1 | i | i | i | i | i | i | i | i | 8 | i | i
Cc1ccc(NC2CCCN(C(=O)C3CCCC3)C2)cc1C (stereo unspecified) | i | i | i | i | i | i | i | i | -2 | i | i
O=C(Nc1ccc2c(c1)nc1n2CCN(Cc2ccccc2)C1)c1cccs1 | i | i | i | i | i | i | i | i | -4 | i | i
CC(C)(C)NCC(O)COc1ccccc1C1CCCC1 (stereo unspecified) | x | i | i | x | x | i | i | i | x | x | x
O=C(CCCCCNc1nc(=S)[nH]c2ccccc12)NCCC1=CCCCC1 | i | i | i | i | i | i | i | i | 6 | i | i
COC(=O)c1nn(-c2ccc3c(c2)OCO3)cc1O | i | i | i | i | i | i | i | i | -9 | i | i
O=C(Nc1cccc(-c2cccc(Cl)c2)c1)C1CCN(CC2CCOC2)CC1 (stereo unspecified) | i | i | i | i | i | i | i | i | 4 | i | i
CC12CCC(c3c(C(=O)O)nn(-c4ccc(F)cc4)c31)C2(C)C (stereo unspecified) | i | i | i | i | i | i | i | i | -4 | i | i
COc1ccc(N/C=C2/Sc3ccccc3NC2=O)cc1 | i | i | i | i | i | i | i | i | 4 | i | i
Cc1ccc(NCc2nnc(SCC(=O)N3CCCc4ccccc43)o2)c(C)c1 | i | i | i | i | i | i | i | i | -3 | i | i
Cc1ccc(S(=O)(=O)N2CCOCC2)cc1C(=O)c1nccn1C | i | i | i | i | i | i | i | i | -3 | i | i
O=C(NNC(=O)c1cc(Cl)ccc1O)c1cccs1 | i | i | i | i | i | i | i | i | 26 | i | i
CCOC(=O)N1CCN(C(=O)c2cccc(S(=O)(=O)Nc3ccc(OC)cc3)c2)CC1 | i | i | i | i | i | i | i | i | 6 | i | i
O=C(NCC1CCCO1)c1ccccc1-c1nc(-c2ccccc2)no1 (stereo unspecified) | i | i | i | i | i | i | i | i | x | i | i
COc1ccc(CN2CCN(c3ccccc3OC)CC2)c(OC)c1 | i | i | i | i | i | i | i | i | -1 | i | i
